Screening results: PubChem BioAssay, several laboratories
NADH enzymes = inhibitors of enzymes used to reach an NAD/NADH endpoint; coupled PK/LDH NADH assays, four targets; IC50, µM (series often up to 10 µM), without a hit: at the top dose inhibition; 65,000 tested, 0.02% active;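 active means single-dose screening hits from any of four coupled enzyme assays that gave an IC50 when retested across doses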;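 further: the DPM-DC format reads NADH fluorescence rather than 340 nm absorbance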
RORA act = activates the human nuclear receptor RORA | CHO-K1 Gal4-RORA LBD luciferase reporter, luminescence; percent increase over mock-subtracted basal signal | activation, % at 10 µM | P35398 | AID 560 | 65,000 tested, 1.5% active;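 active means activation above the mean of all tested compounds plus 3 SD, cut at about 49% in these data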;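 further: 0% = DMSO-treated RORA cells and 100% = added signal equal to DMSO minus mock-transfected cells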
M1 ag = agonists of M1 muscarinic receptor; CHO-M1 cells, Fluo-4 calcium fluorescence, agonist mode; hits give high values; 64,000 tested, 3% active; B-score at 10 µM;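 active means fluorescence rise, raw or as B-score row- and column-corrected plate score, outside the 99.7% band of its plate's samples, either direction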
M1 antag = blocks the rat M1 muscarinic receptor response to acetylcholine. P08482. CHO-M1 cells, Fluo-4 calcium, ACh EC80 antagonist mode; hits give low values. 64,000 tested, 3.4% active. B-score at 10 µM;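 active means calcium fluorescence response, raw or row-and-column corrected B-score, differing from the plate sample mean either way at a set confidence level, mostly lower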
Target sequence (P08482 whole entry, looked up): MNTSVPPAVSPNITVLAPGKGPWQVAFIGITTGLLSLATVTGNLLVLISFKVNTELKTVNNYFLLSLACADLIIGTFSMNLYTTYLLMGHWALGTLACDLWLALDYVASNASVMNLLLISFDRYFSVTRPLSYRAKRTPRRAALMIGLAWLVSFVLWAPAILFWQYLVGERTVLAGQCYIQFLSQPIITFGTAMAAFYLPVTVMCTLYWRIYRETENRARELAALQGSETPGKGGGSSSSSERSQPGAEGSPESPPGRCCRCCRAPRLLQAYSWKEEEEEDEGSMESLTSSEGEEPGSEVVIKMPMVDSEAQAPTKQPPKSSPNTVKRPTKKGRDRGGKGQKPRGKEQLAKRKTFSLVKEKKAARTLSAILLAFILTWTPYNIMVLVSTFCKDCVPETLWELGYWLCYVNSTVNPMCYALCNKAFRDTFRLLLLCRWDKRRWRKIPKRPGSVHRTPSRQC
E coli RNAP = Escherichia coli RNA polymerase inhibition; P0A8V2; E. coli RNA polymerase, fluorescence transcription assay; inhibition, %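 (tested at 10 µM)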; 62,000 tested, 0.2% active; AID 559; in the data active means inhibition above about 20%;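 further: 0% = enzyme without compound and 100% = no enzyme blank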
TNAP act mid DEA = activates human TNAP at intermediate phosphate acceptor concentration | P05186 | purified TNAP, CDP-star luminescence, 100 mM DEA, 30 min; hits give high values; scale: 0 levamisole-inhibited, 1 vehicle-only enzyme | activation factor at 20 µM | 64,000 tested, under 10 active | AID 813;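 active means activation factor of at least 2 at 20 µM, relative to controls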
tolC growth inh = E. coli tolC mutant growth inhibition | 65,000 tested, 2.2% active | growth inhibition, % at 10 µM (by protocol) | E. coli BW25113 tolC mutant growth, OD615;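 active means growth inhibition at or above a cutoff equal to the mean over every tested compound plus 3 SD, cut at about 60% in these data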;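 further: growth measured after 20 h incubation at 37 °C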
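Material: E. coli BW25113 ΔtolC::kan, tolC deletion mutant strain. Measure: percent growth inhibition. Schedule: 37 °C, 20 h exposure. Doses: single-point testing at 10 µM. Signal: A615 absorbance measurement. Buffer or medium: kanamycin-containing LB broth (50 µg/mL).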
SF-1 act = activates the human nuclear receptor SF-1; AID 522; Q13285; CHO-K1 Gal4-SF-1 LBD luciferase reporter; % increase over DMSO SF-1-specific signal; activation, % at 10 µM; 65,000 tested, 1.9% active;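 active means activation above the mean activation of all tested compounds plus 3 SD, cut at about 50% in these data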
Target sequence (Q13285 whole entry, looked up, the tested form may be a part): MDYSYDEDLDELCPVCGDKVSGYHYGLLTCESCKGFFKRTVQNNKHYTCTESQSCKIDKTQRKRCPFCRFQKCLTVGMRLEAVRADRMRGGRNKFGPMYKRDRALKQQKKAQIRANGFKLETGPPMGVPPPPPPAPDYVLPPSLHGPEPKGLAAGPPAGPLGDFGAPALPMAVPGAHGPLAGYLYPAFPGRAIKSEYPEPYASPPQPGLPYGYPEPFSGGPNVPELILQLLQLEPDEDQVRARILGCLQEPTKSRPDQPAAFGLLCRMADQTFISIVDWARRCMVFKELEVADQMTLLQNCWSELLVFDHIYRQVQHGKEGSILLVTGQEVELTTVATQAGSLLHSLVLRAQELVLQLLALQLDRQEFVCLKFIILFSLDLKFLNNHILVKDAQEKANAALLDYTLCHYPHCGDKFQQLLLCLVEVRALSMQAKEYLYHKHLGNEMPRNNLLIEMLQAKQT
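Test system: CHO-K1 cells with Gal4–hSF-1 LBD chimera plus Gal4-driven luciferase; Input: 4,000 cells/well; Compound: 10 µM only; Times: 20 h compound treatment, 37 °C; Measured by: steady-glow luciferase luminescence, read after 15 min reagent incubation; Measure: percent activation versus DMSO; Control set: DMSO and mock-transfected background; Replicates: one test per compound.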
Autofluor 339 = intrinsic fluorescence of library compounds, ex339/em460 – biochemical, MLSMR library, data from DPM-DC assay, artefact control, profiling panel. 65,000 tested, 5.5% active. compound autofluorescence, ex339/em460 nm, NADH buffer; hits give high values; 1 = no-compound wells, NADH background. fluorescence fold increase at 10 µM;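 active means at 10 µM, mean starting fluorescence two-fold or more over control wells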;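 further: signal is the first read of a kinetic run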
The depositor's hits bear a star; x = not tested or not shown; [ ] = dose if it differs, or a comment. Compounds as they come. About 15% of those tested had a hit in this group.

1. O=C(O)C1CC=C(Cl)CC1C(=O)NCc1ccccc1 (stereo not drawn)
2. COc1ccc(C(CC(=O)Nc2nccs2)n2cccc2)cc1 (stereo not drawn)
3. CCOC(=O)c1c(NC(=O)CSc2nc(C)cc(C)c2C#N)sc(C(C)=O)c1C
4. Cn1ncc(N=Cc2ccccc2)c1C(N)=O
5. CC(=O)Nc1cccc(-c2nnc(-c3ccccc3)o2)c1
6. c1coc(-c2nnc(NC3=NCCC3)o2)c1

screen / no.,1,2,3,4,5,6
NADH enzymes,7.0%,5.0%,13.0%,5.0%,2.0%,2.0%
RORA act,-9.6,48.4,-0.3,13.5,28.2,31.6
M1 ag,0.446,0.144,-0.0314,0.13,0.117,-0.576
M1 antag,1.09,0.343,-0.032,-1.4,0.229,-0.0236
E coli RNAP,5.3,5.1,0.6,6.3,6.5,3.9
TNAP act mid DEA,0.9,0.9,0.9,1,0.8,0.8
tolC growth inh,-3.8,6.4,3.2,10.3,5.4,-14.2
SF-1 act,-7.2,54.9*,-0.6,5.5,50.6*,61.4*
Autofluor 339,1.08,1.14,1.79,1.11,1.01,1.05

7. C=CCc1c(C)nn(CC(=O)O)c1-c1ccccc1
8. CCOc1cccc(C(=O)Nc2cc(-c3nn4c(C)nnc4s3)ccc2C)c1
9. COc1ccc(C(=O)O)cc1S(=O)(=O)Nc1cccc(C(F)(F)F)c1
10. O=C(NCc1cccnc1)C1CCN(S(=O)(=O)N2CCOCC2)CC1
11. COC(=O)c1cccc(NC(=O)c2cc3sccc3n2C)c1
12. Cc1ccc(S(=O)(=O)N(CC(=O)N2CCCC2)C2CCCCC2)cc1

screen / no.,7,8,9,10,11,12
NADH enzymes,3.0%,0.0%,4.0%,5.0%,2.0%,1.0%
RORA act,-9.5,-14.8,11.1,-0.8,44.8,2.3
M1 ag,-0.311,-0.142,1.13,0.267,1.69,x
M1 antag,1.28,-0.0354,0.241,1.03,0.0971,x
E coli RNAP,7.0,15.1,-0.4,0.1,-2.8,-3.4
TNAP act mid DEA,0.9,0.9,0.9,1,0.9,0.9
tolC growth inh,-5.5,1.9,-4.9,-18.9,9.5,1.1
SF-1 act,-9.9,-12.9,-2.9,-14.1,67.0*,-13.9
Autofluor 339,1.02,1.12,1.07,1.05,1.15,1.06

13. Cc1noc(NS(=O)(=O)c2ccc(N3Cc4ccccc4C3=O)cc2)c1C
14. Cc1onc(-c2ccccc2)c1C(=O)N1CCCN(C(=O)c2c(-c3ccccc3)noc2C)CC1
15. CC(=O)c1ccccc1OCC(O)CN1CCN(C(c2ccccc2)c2ccccc2)CC1 (stereo not drawn)
16. CCCc1[nH]nc2c1C1(CCOC1C)C(C#N)=C(N)O2 (stereo not drawn)
17. CCOc1ccc(-n2c(SCC(=O)Nc3ccc(OC)cc3)nc3c(c2=O)SCC3)cc1
18. CC1CC(C)CN(CCCNC(=O)CC2Oc3ccccc3NC2=O)C1 (stereo not drawn)

screen / no.,13,14,15,16,17,18
NADH enzymes,6.0%,1.0%,3.0%,8.0%,3.0%,2.0%
RORA act,-18.5,-4.1,-17.8,-10.3,1.5,-6.5
M1 ag,-0.426,0.164,1.22,0.739,-0.772,-0.156
M1 antag,-0.359,1.19,-7.91*,-0.523,0.723,0.301
E coli RNAP,-1.0,1.5,8.9,-2.4,-3.9,1.0
TNAP act mid DEA,1,1,0.9,0.9,1,0.9
tolC growth inh,17.8,17.1,74.2*,-3.0,13.9,-13.4
SF-1 act,1.2,-1.0,15.4,15.0,11.8,-17.4
Autofluor 339,1.06,1.06,1.14,1.01,1.11,1.06

19. O=S(=O)(c1ccc2c(c1)OCCO2)N1CCC(n2nnc3cc(F)ccc32)CC1
20. CCn1c(NC2CCCCC2)nc2ccccc21
21. O=C(c1cc2c(s1)-c1ccccc1OC2)N1CCCC1
22. COc1ccccc1N1CCN(CC(=O)Nc2ccc(C)c(F)c2)CC1
23. Cc1cc(NC2C3CC4CC(C3)CC2C4)n2nnnc2n1 (stereo not drawn)
24. CN(C)S(=O)(=O)c1ccc(C(=O)Nc2ccc(F)cc2F)cc1

screen / no.,19,20,21,22,23,24
NADH enzymes,2.0%,1.0%,6.0%[fluoresces],6.0%,1.0%,0.0%
RORA act,-3.2,-0.4,83.8*,2.4,-13.9,14.1
M1 ag,-2.79,-0.554,0.372,0.895,0.446,-0.716
M1 antag,-0.148,-1.23,-1.59,0.919,-0.184,0.216
E coli RNAP,8.9,13.8,-35.2,3.9,0.1,2.5
TNAP act mid DEA,0.9,0.9,1,0.9,0.9,0.9
tolC growth inh,13.6,4.7,10.6,-1.3,0.5,2.9
SF-1 act,8.1,12.3,47.6,2.4,8.0,5.0
Autofluor 339,1,1.05,2.17*,1.06,1.09,1.07

25. Cc1nc(NC2=NCN(Cc3ccccc3)CN2)nc2ccccc12
26. Cc1nc(SCC(=O)Nc2ccc(F)cc2)c2oc3ccccc3c2n1
27. CN(Cc1nc(-c2cccnc2)no1)S(=O)(=O)c1ccccc1
28. CCNC(=O)CCCOc1ccc(Cl)cc1Cl
29. CCOC(=O)c1cc2c(c(CSc3nc4ccccc4c(=O)n3Cc3ccco3)c1)OCOC2
30. CCN1C(=O)c2ccc(-c3nc4ccccc4c(=O)o3)cc2C1=O

screen / no.,25,26,27,28,29,30
NADH enzymes,1.0%,7.0%,6.0%,2.0%,4.0%,5.0%[fluoresces]
RORA act,4.8,-7.2,-7.1,-4.8,-12.4,-15.2
M1 ag,4.55*,-1.42,-0.368,0.513,2.91,-0.39
M1 antag,0.697,0.382,-0.454,-0.868,-0.37,-0.000932
E coli RNAP,0.2,9.9,6.2,5.7,3.2,5.1
TNAP act mid DEA,0.9,0.9,1,0.9,0.8,0.9
tolC growth inh,26.7,12.0,-7.0,-3.6,4.8,-0.8
SF-1 act,-2.6,3.6,-14.6,-9.6,-7.8,0.9
Autofluor 339,1.14,1.14,1.11,1.11,1.11,2.17*

31. Cn1c(=O)n(Cc2ccccc2)c(=O)c2c1nc(NCC1CCCO1)n2Cc1ccccc1 (stereo not drawn)
32. CC(C)C(=O)N1CCN(c2ccc(NC(=O)c3ccc(Br)o3)cc2)CC1
33. CCN(CC)CCOC(=O)c1ccc(NC(=O)COc2cc(=O)n(CC)c3ccccc23)cc1
34. CC1(C)Oc2ccc(C(=O)NC3CCCC3)cc2N(CC(=O)NC2CCCCC2)C1=O
35. O=C(C(c1ccccc1)N1CCOCC1)N1CCOCC1 (stereo not drawn)
36. Cc1c(C(=O)N2CCOCC2)oc2ccc(S(=O)(=O)N3CCCCCC3)cc12

screen / no.,31,32,33,34,35,36
NADH enzymes,2.0%,3.0%,2.0%,3.0%,3.0%,1.0%
RORA act,4.3,0.9,0.0,0.3,-14.1,5.8
M1 ag,-0.0917,2.1,1.24,-0.4,-0.00346,-0.783
M1 antag,-0.41,-0.64,-3.42*,0.307,0.109,-0.00534
E coli RNAP,6.8,12.5,3.2,-3.8,4.8,10.1
TNAP act mid DEA,0.9,0.9,0.8,1,0.9,0.9
tolC growth inh,6.5,-9.6,10.5,6.5,-6.1,14.0
SF-1 act,9.9,-3.1,-18.7,3.3,0.7,0.1
Autofluor 339,1.03,1.13,1.02,1.05,1.14,1.06

Screen by screen, quoted from above.
tolC growth inh for entries 31 to 36, in order: 6.5, -9.6, 10.5, 6.5, -6.1, 14.0

(listing goes on)
37. COc1cc(NC(=O)C2CCCCC2)c(OC)cc1NC(=O)CN1CCCCC1
38. CC1=Nc2ccc(C)cc2N(Cc2ccccc2)C(=O)C1
39. CC(=O)[C@@H]1[C@@H]2C(=O)N(c3ccc(F)c(Cl)c3)C(=O)[C@@H]2C2c3ccccc3C=CN21 (stereo partly drawn)
40. O=C(c1ccc(CS(=O)(=O)c2c(Cl)cccc2Cl)o1)N1CCN(c2ccccn2)CC1
41. Cc1cc(NC(=O)CN2CCN(Cc3ccccc3)CC2)nc2c1c(=O)oc1ccccc12
42. CCOC(=O)c1cc(CNC(=O)c2c(C)oc3c2CCCC3)c(C)o1

screen / no.,37,38,39,40,41,42
NADH enzymes,4.0%,4.0%,2.0%,3.0%,5.0%,10.0%
RORA act,-8.0,-1.4,-5.8,5.6,-6.4,17.0
M1 ag,0.215,-0.866,0.726,3.36*,-0.755,0.00396
M1 antag,0.0873,0.718,0.505,-2.98*,-2.41*,-0.0839
E coli RNAP,12.3,2.5,-6.3,4.3,2.1,9.8
TNAP act mid DEA,0.9,0.9,0.9,1,1,0.9
tolC growth inh,-8.0,1.6,19.0,14.3,3.3,6.2
SF-1 act,-4.2,-1.0,-12.5,-23.4,-0.6,-1.4
Autofluor 339,1.02,1.03,1.39,1.02,1.18,1.18

43. C=CCn1c(=O)c(C(=O)NCCc2ccccc2)c(O)c2ccccc21
44. COc1ccc(CC(=O)Nc2cccc(-c3nnc(-c4ccccc4)o3)c2)cc1OC
45. COC(=O)c1ccc(C(=O)OC)c(NC(=O)COc2ccccc2OC)c1
46. Cc1ccc(N2CCN(S(=O)(=O)N(C)C)CC2)c(C)c1
47. CN1C(=O)CC(N2CCN(c3ccc(Cl)c(Cl)c3)CC2)C1=O (stereo not drawn)

screen / no.,43,44,45,46,47
NADH enzymes,0.0%,3.0%,5.0%,3.0%,0.0%
RORA act,10.4,9.1,-4.8,-6.8,-21.9
M1 ag,-1.2,1.4,0,1.15,-0.713
M1 antag,0.818,-0.669,-1.14,0.647,0.732
E coli RNAP,-8.8,-4.0,5.7,1.6,x
TNAP act mid DEA,1.1,0.9,0.9,0.8,0.9
tolC growth inh,-3.9,9.6,-5.0,1.6,15.9
SF-1 act,-12.2,-6.5,-11.0,-2.0,-13.4
Autofluor 339,1.07,1.07,1.12,1,1.04

Molecules above that contain an aryl methoxy group:
2. COc1ccc(C(CC(=O)Nc2nccs2)n2cccc2)cc1 (stereo not drawn)
9. COc1ccc(C(=O)O)cc1S(=O)(=O)Nc1cccc(C(F)(F)F)c1
17. CCOc1ccc(-n2c(SCC(=O)Nc3ccc(OC)cc3)nc3c(c2=O)SCC3)cc1
22. COc1ccccc1N1CCN(CC(=O)Nc2ccc(C)c(F)c2)CC1
37. COc1cc(NC(=O)C2CCCCC2)c(OC)cc1NC(=O)CN1CCCCC1
44. COc1ccc(CC(=O)Nc2cccc(-c3nnc(-c4ccccc4)o3)c2)cc1OC
45. COC(=O)c1ccc(C(=O)OC)c(NC(=O)COc2ccccc2OC)c1

screen / no.,2,9,17,22,37,44,45
NADH enzymes,5.0%,4.0%,3.0%,6.0%,4.0%,3.0%,5.0%
RORA act,48.4,11.1,1.5,2.4,-8.0,9.1,-4.8
M1 ag,0.144,1.13,-0.772,0.895,0.215,1.4,0
M1 antag,0.343,0.241,0.723,0.919,0.0873,-0.669,-1.14
E coli RNAP,5.1,-0.4,-3.9,3.9,12.3,-4.0,5.7
TNAP act mid DEA,0.9,0.9,1,0.9,0.9,0.9,0.9
tolC growth inh,6.4,-4.9,13.9,-1.3,-8.0,9.6,-5.0
SF-1 act,54.9*,-2.9,11.8,2.4,-4.2,-6.5,-11.0
Autofluor 339,1.14,1.07,1.11,1.06,1.02,1.07,1.12
